TRPML3 agonist: agonists of human TRPML3 channel; Q8TDD5; activation, % at 3 µM; HEK293 TRPML3-YFP, Fluo-8 calcium fluorescence; 100% = the carbachol control signal; 0.29% of 220,000 active;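 active means activation above its plate's cutoff, the mean activation of the plate's test wells plus 3 SD, cut at about 12% in these data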;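 further: 0% = DMSO only wells and 100% = carbachol wells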
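Material: HEK293 cells stably carrying human TRPML3-YFP; compound dosing: single dose, 3 µM final nominal compound, 0.3% DMSO final; incubation: 1-h 37 °C dye load, 5-s basal, 120-s post-compound reads; technique: Fluo-8 intracellular calcium fluorescence, excitation 470-495 nm, emission 515-575 nm; read-out basis: percent activation from peak-to-basal fluorescence ratio, scaled between DMSO and carbachol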
EP2 modulator: modulates human prostaglandin E2 receptor EP2 signaling | 0.83% of 260,000 active | EP2-expressing cells, cAMP HTRF FRET, PGE2 co-stimulation | AID 940 | induction, % at 25 µM;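 active means compounds whose cAMP rise, as percent of the full-agonist control response, exceeds 60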;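 further: rat C6 glioma line stably carrying human EP2 under a CMV promoter; the protocol text gives 20 µM as final concentration; 100% = response of wells given 1 µM PGE2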
Target sequence (P43116 whole entry, looked up): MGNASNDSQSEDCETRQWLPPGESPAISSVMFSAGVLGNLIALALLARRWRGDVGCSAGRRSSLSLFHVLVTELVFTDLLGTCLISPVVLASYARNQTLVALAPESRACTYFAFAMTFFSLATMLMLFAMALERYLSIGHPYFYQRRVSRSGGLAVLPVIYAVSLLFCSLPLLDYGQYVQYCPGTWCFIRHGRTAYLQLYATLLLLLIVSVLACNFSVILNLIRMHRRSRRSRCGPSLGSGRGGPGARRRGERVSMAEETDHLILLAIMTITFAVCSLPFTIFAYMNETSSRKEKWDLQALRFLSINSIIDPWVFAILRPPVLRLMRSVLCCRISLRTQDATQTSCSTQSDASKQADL
NPY-Y1 PAM-ag: human NPY-Y1 potentiation or agonism, primary screen. activation, % at 3.6 µM. 0.37% of 220,000 active. NPY-Y1 expressing cells, potentiator/agonist activation; in the data active means activation above about 33%, passing the limit was not always enough;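 further: cells stimulated with NPY at EC10 then isoproterenol at EC100; 0% = low agonist plus stimulus and 100% = saturating agonist plus stimulus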
Target sequence (P25929 whole entry, looked up): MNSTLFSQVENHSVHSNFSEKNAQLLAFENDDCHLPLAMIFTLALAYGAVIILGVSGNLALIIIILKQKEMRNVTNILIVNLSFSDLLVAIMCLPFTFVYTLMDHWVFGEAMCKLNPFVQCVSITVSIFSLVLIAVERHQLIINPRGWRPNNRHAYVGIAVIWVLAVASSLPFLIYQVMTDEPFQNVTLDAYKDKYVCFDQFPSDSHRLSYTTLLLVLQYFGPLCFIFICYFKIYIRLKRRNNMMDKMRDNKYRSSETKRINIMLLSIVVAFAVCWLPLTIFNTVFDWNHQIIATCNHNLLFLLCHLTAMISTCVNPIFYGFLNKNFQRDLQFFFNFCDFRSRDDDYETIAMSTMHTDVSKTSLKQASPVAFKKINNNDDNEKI
zfTRPN1 agonist: agonists of zebrafish TRPN1 channel | HEK293 zebrafish TRPN1-YFP, Fluo-8 calcium fluorescence; 100% = response to 87 µM carbachol | activation, % at 3 µM | 0.18% of 220,000 active;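 active means activation above its plate's cutoff, the mean activation of test wells on that plate plus 3 SD, cut at about 19% in these data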;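 further: 0% = DMSO alone and 100% = 87 µM carbachol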
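Control set: carbachol 87 µM as high control, DMSO as low control; system: HEK293 stable line with zebrafish TRPN1-YFP; read-out: % activation versus carbachol response; detection: intracellular calcium fluorescence with Fluo-8; doses: single test compound dose, 3 µM nominal, 0.3% DMSO; schedule: dye 1 h 37 °C plus 30 min RT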
PPC-1+TRAIL kill: compounds killing PPC-1 cancer cells with TRAIL present (potentiator screen, no TRAIL-free arm) | PPC-1 cells + TRAIL, ATPLite viability luminescence | 0.41% of 220,000 active | cell killing (% activity), % at 4 µM;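 active means cell killing above 50% in the first pass at 4 µM, then a duplicate retest at 5 µM averaging 50% or more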;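 further: plate controls were cells with TRAIL plus DMSO for no effect and medium-only wells lacking cells for full effect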
CHOP inhibitor: inhibitors of CHOP induction in ER stress response; CHO-K1 CHOP-promoter luciferase, tunicamycin-induced, 15-18 h; inhibition, % at 10 µM; 3.8% of 220,000 active; AID 2732;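 active means compounds that reduced the stress-induced luciferase reporter signal by more than about 70% of percent inhibition, limit read from the data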;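 further: 0% = tunicamycin plus vehicle and 100% = wells without tunicamycin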
EP2 antag: EP2 receptor (human) inhibition. P43116. C6 glioma cells expressing human EP2, cAMP TR-FRET; cells stimulated with saturating PGE2. inhibition, % at 25 µM. 0.52% of 260,000 active. AID 1422;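 active means percent inhibition above 40 after rounding to a whole number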;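 further: rat C6 glioma host cells with rolipram phosphodiesterase inhibitor present; the protocol text gives 20 µM as final concentration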
NPY-Y1 antag: antagonists of human neuropeptide Y receptor Y1. P25929. HEK293-CNG Y1 cells, membrane potential fluorescence; NPY at EC95, then isoproterenol. inhibition, % at 3.6 µM. 1% of 200,000 active. AID 1040;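 active means inhibition above the campaign mean inhibition of all tested compounds plus 3 SD, cut at about 20% in these data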;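 further: 0% = DMSO wells given NPY plus isoproterenol and 100% = isoproterenol alone without NPY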
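Material: Y1- and CNG-channel-expressing HEK293 cells / Probe or stimulus: NPY 25 nM then isoproterenol 1 µM plus Ro 20-1724 25 µM / Doses: 3.6 µM single dose, DMSO 0.4% / Schedule: compound incubation 1 h at room temperature, readout 45 min post-stimulation / Signal: membrane potential fluorescence / Benchmarks: isoproterenol-only wells as full block versus NPY-plus-isoproterenol wells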
14-3-3 Bad inh: disrupts binding of bovine 14-3-3 zeta to phospho-Bad peptide; P63103; TR-FRET 14-3-3zeta/Dy647-pBad peptide displacement, 1 h; inhibition, % at 21.7 µM; 0.71% of 220,000 active; AID 781;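 active means inhibition above about 70%, limit read from the data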;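 further: 0% = full 14-3-3 plus peptide FRET controls and 100% = background without 14-3-3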
Target sequence (P63103 whole entry, looked up): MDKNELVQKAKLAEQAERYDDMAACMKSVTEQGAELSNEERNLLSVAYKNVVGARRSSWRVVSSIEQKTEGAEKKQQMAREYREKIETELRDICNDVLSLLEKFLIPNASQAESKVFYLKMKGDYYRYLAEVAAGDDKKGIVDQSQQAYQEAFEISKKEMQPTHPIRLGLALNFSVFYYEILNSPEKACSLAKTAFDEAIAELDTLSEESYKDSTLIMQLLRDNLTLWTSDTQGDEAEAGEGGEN
* marks the source's active call; other numbers are inactive results; [ ] = remark or other dose.

For O=S(=O)(c1ccccc1)c1nc(NCc2ccccc2)sc1Cl the results were TRPML3 agonist -1.5, EP2 modulator -29, NPY-Y1 PAM-ag -1, zfTRPN1 agonist -1.1, PPC-1+TRAIL kill 18, CHOP inhibitor 42, EP2 antag 34, NPY-Y1 antag 8 and 14-3-3 Bad inh -2[fluorescence artefact?].
Screening CCSc1nc(=S)cc(C)[nH]1 returned TRPML3 agonist 0.4, EP2 modulator 2, NPY-Y1 PAM-ag 18, zfTRPN1 agonist -1.3, PPC-1+TRAIL kill -13, CHOP inhibitor -25, EP2 antag 7 and 14-3-3 Bad inh -3.
For O=c1[nH]c2ccccc2n1C1=CCCC1 the results were TRPML3 agonist -0.9, EP2 modulator -6, NPY-Y1 PAM-ag 8, zfTRPN1 agonist -0.4, PPC-1+TRAIL kill 16, CHOP inhibitor 3, EP2 antag 13, NPY-Y1 antag -1 and 14-3-3 Bad inh -9.
Screening Cc1ccc(-c2nc(CSCC(=O)Nc3cc(C)on3)c(C)o2)cc1 returned TRPML3 agonist 0.7, EP2 modulator -19, NPY-Y1 PAM-ag 8, zfTRPN1 agonist 4.0, PPC-1+TRAIL kill 18, CHOP inhibitor 8, EP2 antag 10, NPY-Y1 antag -3 and 14-3-3 Bad inh -1.
For Cc1cc(Cl)c2ccc3ccccc3c2n1 the results were TRPML3 agonist 1.0, EP2 modulator 59, NPY-Y1 PAM-ag 5, zfTRPN1 agonist 2.1, PPC-1+TRAIL kill 1, CHOP inhibitor 62, EP2 antag 5, NPY-Y1 antag 6 and 14-3-3 Bad inh 3.
For CC1(C)N=C(N)NC(Nc2ccccc2)=N1 the results were TRPML3 agonist 0.2, EP2 modulator 18, NPY-Y1 PAM-ag 2, zfTRPN1 agonist -0.4, PPC-1+TRAIL kill 23, CHOP inhibitor -32, EP2 antag 10, NPY-Y1 antag -5 and 14-3-3 Bad inh -6.
Screening S=c1nc(C2COc3ccccc3O2)[nH][nH]1 (configuration not stated) returned TRPML3 agonist 1.1, EP2 modulator 6, NPY-Y1 PAM-ag -2, zfTRPN1 agonist 0.0, PPC-1+TRAIL kill -6, CHOP inhibitor 7, EP2 antag 6, NPY-Y1 antag 5 and 14-3-3 Bad inh -23.
Screening CCNc1nc2c(c(=O)[nH]c(=O)n2C)n1CC(C)C returned TRPML3 agonist 0.5, EP2 modulator 25, NPY-Y1 PAM-ag 11, zfTRPN1 agonist 1.0, PPC-1+TRAIL kill 14, CHOP inhibitor -12, EP2 antag 12, NPY-Y1 antag 4 and 14-3-3 Bad inh 4.
For C=CCn1c(N2CCN(c3ccc(OC)cc3)CC2)nc2c1c(=O)n(C)c(=O)n2C the results were TRPML3 agonist 1.0, EP2 modulator -5, NPY-Y1 PAM-ag -6, zfTRPN1 agonist 1.9, PPC-1+TRAIL kill 16, CHOP inhibitor 1, EP2 antag 5, NPY-Y1 antag 7 and 14-3-3 Bad inh 1.
`O=C(O)C1CCCCC1C(=O)NCc1ccccc1` (configuration not stated) gave TRPML3 agonist 1.0, EP2 modulator 22, NPY-Y1 PAM-ag 0, zfTRPN1 agonist 1.3, PPC-1+TRAIL kill 11, CHOP inhibitor -3, EP2 antag 5, NPY-Y1 antag 2 and 14-3-3 Bad inh 6.
N#CCCN1CCN(S(=O)(=O)c2ccc(S(=O)(=O)NCc3ccccc3)cc2)CC1 was read as TRPML3 agonist -0.1, EP2 modulator 4, NPY-Y1 PAM-ag 1, zfTRPN1 agonist -0.2, PPC-1+TRAIL kill 21, CHOP inhibitor -21, EP2 antag 3, NPY-Y1 antag -5 and 14-3-3 Bad inh 6.
`Cc1ccc(/C(CSc2nccn2-c2ncc(C(F)(F)F)cc2Cl)=N\O)cc1` gave TRPML3 agonist 0.9, EP2 modulator -8, NPY-Y1 PAM-ag -3, zfTRPN1 agonist 1.6, PPC-1+TRAIL kill 2, CHOP inhibitor 11, EP2 antag 13, NPY-Y1 antag 1 and 14-3-3 Bad inh -4.
`CCN(CCCNC(=O)CN1C(=O)COc2ccccc21)c1ccccc1` gave TRPML3 agonist -1.0, EP2 modulator 15, NPY-Y1 PAM-ag 7, zfTRPN1 agonist -0.4, PPC-1+TRAIL kill 8, CHOP inhibitor -2, EP2 antag 7, NPY-Y1 antag 1 and 14-3-3 Bad inh 12.
`O=C(NCCN1CCN(c2ccccc2)CC1)C1CCCN(S(=O)(=O)c2cnc[nH]2)C1` (configuration not stated) gave TRPML3 agonist -1.1, EP2 modulator -5, NPY-Y1 PAM-ag 2, zfTRPN1 agonist 0.0, PPC-1+TRAIL kill 6, CHOP inhibitor -25, EP2 antag 19, NPY-Y1 antag 2 and 14-3-3 Bad inh 2.
For O=C(COC(=O)[C@@H]1CC(O)CN1S(=O)(=O)c1ccc2c(c1)OCCO2)NCc1ccc(F)cc1 (some centres not stated) the results were TRPML3 agonist -0.7, EP2 modulator 14, NPY-Y1 PAM-ag -11, zfTRPN1 agonist 0.8, PPC-1+TRAIL kill 0, CHOP inhibitor 6, EP2 antag 5, NPY-Y1 antag -1 and 14-3-3 Bad inh -7.
For FC(F)(F)c1cc(-c2cccs2)nc(NCc2ccco2)n1 the results were TRPML3 agonist -0.2, EP2 modulator 18, NPY-Y1 PAM-ag -1, zfTRPN1 agonist -0.1, PPC-1+TRAIL kill -7, CHOP inhibitor 52, EP2 antag 7, NPY-Y1 antag 7 and 14-3-3 Bad inh -3.
`O=C(NC1CCCC1)C(c1ccccn1)N(C(=O)c1csnn1)C1CCCC1` (configuration not stated) gave TRPML3 agonist 0.7, EP2 modulator 10, NPY-Y1 PAM-ag 2, zfTRPN1 agonist -0.4, PPC-1+TRAIL kill 0, CHOP inhibitor 31, EP2 antag 6, NPY-Y1 antag 3 and 14-3-3 Bad inh -4.
Screening Nc1c(C(=O)NCc2ccco2)nnn1CC(=O)Nc1ccc2c(c1)OCO2 returned TRPML3 agonist 0.2, EP2 modulator -2, NPY-Y1 PAM-ag 9, zfTRPN1 agonist -1.2, PPC-1+TRAIL kill 24, CHOP inhibitor 16, EP2 antag 5, NPY-Y1 antag 1 and 14-3-3 Bad inh -7.
`O=C(NC1CCCC1)c1cc(S(=O)(=O)N2CCOCC2)c(Cl)cc1Cl` gave TRPML3 agonist 2.2, EP2 modulator -11, NPY-Y1 PAM-ag 1, zfTRPN1 agonist -0.1, PPC-1+TRAIL kill -1, CHOP inhibitor 7, EP2 antag 5, NPY-Y1 antag 8 and 14-3-3 Bad inh -1.
`CCN1CCCC1CNC(=O)c1ccc2c(=O)n(CCOC)c(=O)[nH]c2c1` (configuration not stated) gave TRPML3 agonist 0.7, EP2 modulator 14, NPY-Y1 PAM-ag 19, zfTRPN1 agonist -0.5, PPC-1+TRAIL kill 12, CHOP inhibitor 5, EP2 antag 12, NPY-Y1 antag 4 and 14-3-3 Bad inh -12.
For Cc1ccc(S(=O)(=O)N(C)c2c(C)ccc(S(=O)(=O)NC(C)(C)C)c2C)cc1 the results were TRPML3 agonist 4.3, EP2 modulator 18, NPY-Y1 PAM-ag -1, zfTRPN1 agonist -3.4, PPC-1+TRAIL kill -13, CHOP inhibitor 7, EP2 antag 8, NPY-Y1 antag -1 and 14-3-3 Bad inh -2.
c1ccc(-c2nc3ccccc3nc2-c2ccccn2)nc1 was read as TRPML3 agonist -0.7, EP2 modulator 23, NPY-Y1 PAM-ag -23, zfTRPN1 agonist 1.3, PPC-1+TRAIL kill 11, CHOP inhibitor 50, EP2 antag 5, NPY-Y1 antag 1 and 14-3-3 Bad inh 4.
Cc1cc(C(=O)OCC(=O)c2c(N)n(C)c(=O)n(C)c2=O)c(C)n1-c1ccccc1 was read as TRPML3 agonist 1.2, EP2 modulator 37, NPY-Y1 PAM-ag -6, zfTRPN1 agonist 1.3, PPC-1+TRAIL kill 27, CHOP inhibitor -24, EP2 antag 23, NPY-Y1 antag 2 and 14-3-3 Bad inh -8.
Screening Nc1ccccc1S(=O)(=O)c1ccccc1N returned TRPML3 agonist 0.2, EP2 modulator 23, NPY-Y1 PAM-ag 7, zfTRPN1 agonist 2.0, PPC-1+TRAIL kill 8, CHOP inhibitor 15, EP2 antag 2, NPY-Y1 antag 2 and 14-3-3 Bad inh -3.

Next section, overlapping the part above by two compounds.
Cc1cc(C(=O)OCC(=O)c2c(N)n(C)c(=O)n(C)c2=O)c(C)n1-c1ccccc1 was read as TRPML3 agonist 1.2, EP2 modulator 37, NPY-Y1 PAM-ag -6, zfTRPN1 agonist 1.3, PPC-1+TRAIL kill 27, CHOP inhibitor -24, EP2 antag 23, NPY-Y1 antag 2 and 14-3-3 Bad inh -8.
Screening Nc1ccccc1S(=O)(=O)c1ccccc1N returned TRPML3 agonist 0.2, EP2 modulator 23, NPY-Y1 PAM-ag 7, zfTRPN1 agonist 2.0, PPC-1+TRAIL kill 8, CHOP inhibitor 15, EP2 antag 2, NPY-Y1 antag 2 and 14-3-3 Bad inh -3.
Screening COc1cccc(OC)c1C(=O)OCC(=O)NC(=O)NCc1ccccc1 returned TRPML3 agonist 0.8, EP2 modulator -29, NPY-Y1 PAM-ag 11, zfTRPN1 agonist -1.2, PPC-1+TRAIL kill 11, CHOP inhibitor -10, EP2 antag 5, NPY-Y1 antag 4 and 14-3-3 Bad inh -12.
O=C(NCc1ccco1)c1nc(-c2ccccc2)n(-c2ccccc2)n1 was read as TRPML3 agonist -0.3, EP2 modulator 40, NPY-Y1 PAM-ag -4, zfTRPN1 agonist -0.1, PPC-1+TRAIL kill -6, CHOP inhibitor 15, EP2 antag 8, NPY-Y1 antag 5 and 14-3-3 Bad inh -10.
COc1ccc(CC(=O)Nc2cccc(C(=O)O)c2C)cc1 was read as TRPML3 agonist 0.8, EP2 modulator -1, NPY-Y1 PAM-ag 6, zfTRPN1 agonist 0.9, PPC-1+TRAIL kill 34, CHOP inhibitor 11, EP2 antag 11 and NPY-Y1 antag -4.
`COc1ccc(CCNC(=O)c2cccnc2SC)cc1` gave TRPML3 agonist 0.6, EP2 modulator -21, NPY-Y1 PAM-ag 0, zfTRPN1 agonist -0.2, PPC-1+TRAIL kill 3, CHOP inhibitor -9, EP2 antag 8, NPY-Y1 antag 8 and 14-3-3 Bad inh 0.
For COc1cccc(-c2nnc3sc(C4CCCCC4)nn23)c1 the results were TRPML3 agonist -0.1, EP2 modulator 39, NPY-Y1 PAM-ag 2, zfTRPN1 agonist -1.0, PPC-1+TRAIL kill 17, CHOP inhibitor 74*, EP2 antag 3, NPY-Y1 antag 5 and 14-3-3 Bad inh 1.
Screening Cc1nc(SCC(=O)Nc2c(C)n(C)n(-c3ccccc3)c2=O)nc(C)c1C returned TRPML3 agonist 0.9, EP2 modulator 30, NPY-Y1 PAM-ag 2, zfTRPN1 agonist 0.5, PPC-1+TRAIL kill -7, CHOP inhibitor -5, EP2 antag 15, NPY-Y1 antag 6 and 14-3-3 Bad inh -6.

A portion of the library; rates above refer to the full screens.
